ARNT-TACC3 inh – disrupts binding between human ARNT and TACC3. Q9Y6A5. AlphaScreen His-ARNT PAS-B/GST-TACC3 binding, luminescence; TACC3 fragment carries E629A point mutation. inhibition, % at 9.99 µM. 390,000 compounds, 0.66% hits;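 active = mean inhibition of replicates at least 50% and at least half of replicates each reaching 50%; inconclusive = half or more replicates reach 50% but mean below 50%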;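 also: 0% = complete ARNT plus TACC3 wells and 100% = ARNT alone without TACC3; many hits fall short of the cut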
miR-122 sensor – blocks miR-122 activity in Huh7 sensor cells | Huh7 miR-122 Renilla luciferase sensor, 48 h; neutral wells = 0, positive control = 100 | activation (reporter increase), % at 12.5 µM | 340,000 compounds, 0.3% hits | AID 602342;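 active = mean replicate activation score at least 90 and every replicate individually at or above 90; inconclusive = only one of the two criteria met; inactive = neither criterion met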;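 also: higher luciferase means less miR-122 activity so hits act as miR-122 inhibitors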
Cneo AK release – Cryptococcus neoformans lysis via adenylate kinase release. AID 651654. C. neoformans lysis, adenylate kinase release luminescence, 4 h; normalised: neutral wells 0, clomiphene wells 100. 360,000 compounds, 0.2% hits. lysis activity, % at 15 µM;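 active = mean lysis activity across replicates of at least 80%, whatever share of replicates individually reach that level; inactive = mean lysis activity below 80%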
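Assay system: Cryptococcus neoformans yeast cells / Dosing: single-point compound dose / Timing: 4 h at 37 °C static, read 1 h later / Measured by: luminescence of released adenylate kinase using an AK detection reagent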
Statin myotox sup – suppressors of simvastatin-induced myotoxicity in C2C12 myotubes | 330,000 compounds, 0.78% hits | rescue of ATP level, % at 7.49 µM | ATP luminescence, 48 h; scaled: DMSO 0, geranylgeraniol control 100;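 active = mean ATP rescue above about 67%, or every replicate alone reaching that limit, limit read from the data, passing the limit was not always enough; inconclusive = no clear call, values can overlap the other calls; inactive = mean under the limit and some replicate under it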;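 also: myotubes were challenged with 10 µM simvastatin during compound exposure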
esBAF inh – SWI/SNF esBAF complex inhibition; mouse ES cells, Bmi1-luciferase knock-in reporter, 24 h; 100% = twice the neutral-well signal; reporter increase, % at 12.5 µM; 350,000 compounds, 2% hits; in the data active = activation above about 40%; inconclusive = no clear call, values can overlap the other calls;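 also: 0% = median of the plate's neutral control wells and 100% = double that signal; a rise in the Bmi1 reporter signal indicates esBAF inhibition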
SIRT5 block – sirtuin-5 (human) deacylase inhibition; AID 652115; 330,000 compounds, 1.1% hits; Q9NXA8; inhibition, % at 15 µM; Purified SirT5, succinyl-peptide AMC, trypsin-coupled fluorescence; in the data active = inhibition above about 15%; inconclusive = no clear call, values can overlap the other calls
Target sequence (Q9NXA8 whole entry, looked up): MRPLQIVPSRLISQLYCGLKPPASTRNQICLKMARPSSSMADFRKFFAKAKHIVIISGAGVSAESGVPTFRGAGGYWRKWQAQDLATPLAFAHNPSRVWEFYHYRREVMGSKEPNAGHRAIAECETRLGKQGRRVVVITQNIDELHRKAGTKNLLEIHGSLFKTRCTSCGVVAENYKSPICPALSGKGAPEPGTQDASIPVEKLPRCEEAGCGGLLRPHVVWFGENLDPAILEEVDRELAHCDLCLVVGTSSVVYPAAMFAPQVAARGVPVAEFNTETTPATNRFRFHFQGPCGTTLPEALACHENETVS
ERp5 block – inhibitors of human ERp5; Q15084; ERp5 insulin aggregation, absorbance 650 nm, 90 min; inhibition, % at 9.99 µM; 350,000 compounds, 0.05% hits; AID 651711;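 active = mean replicate inhibition above about 25%, with every replicate also reaching it, limit read from the data, passing the limit was not always enough; inconclusive = only one of those two criteria met; inactive = neither criterion met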
Target sequence (Q15084 whole entry, looked up): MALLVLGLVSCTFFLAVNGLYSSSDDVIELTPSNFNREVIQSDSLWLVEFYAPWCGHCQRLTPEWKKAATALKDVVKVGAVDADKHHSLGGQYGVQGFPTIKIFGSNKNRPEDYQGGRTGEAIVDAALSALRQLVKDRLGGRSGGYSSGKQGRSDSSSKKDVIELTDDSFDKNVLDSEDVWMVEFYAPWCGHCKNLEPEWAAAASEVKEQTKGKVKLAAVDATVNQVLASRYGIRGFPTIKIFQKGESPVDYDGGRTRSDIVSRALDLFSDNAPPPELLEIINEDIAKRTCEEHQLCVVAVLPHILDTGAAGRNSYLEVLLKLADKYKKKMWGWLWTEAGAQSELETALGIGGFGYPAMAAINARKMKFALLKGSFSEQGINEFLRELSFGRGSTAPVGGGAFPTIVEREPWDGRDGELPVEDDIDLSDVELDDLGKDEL
* marks the source's active call; other numbers are inactive results; ? = inconclusive; . = no result given; & = joins results of further samples; [ ] = another dose, or the depositor's remark.

Second line of a record: ARNT-TACC3 inh	miR-122 sensor	Cneo AK release	Statin myotox sup	esBAF inh	SIRT5 block	ERp5 block
CCNS(=O)(=O)c1ccc(NC(=O)c2ccc(Cn3cc([N+](=O)[O-])cn3)o2)cc1
  -5	5	.	0	0	-4	0
COC(=O)CN(c1nc(C)cc(OC)n1)S(=O)(=O)c1ccc(C)cc1
  4	5	-6	.	13	.	.
C[C@@H]1CN([C@@H](C)CO)C(=O)Cc2cc(NS(=O)(=O)c3ccc(Cl)cc3)ccc2O[C@@H]1CN(C)Cc1ccc(-c2ccccc2)cc1
  .	-5[16.7 µM]	.	59	-4	.	.
Cc1ccc(S(=O)(=O)NC(C(=O)Oc2cc3oc(=O)cc(C)c3cc2Cl)C(C)C)cc1 (stereo not drawn)
  -1&-27	.	1	.	-4	-31	0
O=C(Nc1cccc2ccccc12)N1CC=C(c2ccccc2)CC1
  3	-3	0	6	6	.	.
CCN(/N=C/c1cccs1)c1cc(=O)n(C)c(=O)[nH]1
  6	6	0	4	-4	.	.
CCC(=O)N1CCC1(C)C(=O)Nc1ncc(C)s1 (stereo not drawn)
  .	1	1	1	-1	-1	3
COc1ccccc1OCCOCCOc1ccc(C)cc1[N+](=O)[O-]
  0	-2	1	-1	-3	-5	-1
CCCCNc1c(-c2ccc(SC3CCCCC3)c(OC)c2)nc2ccc(C)cn12
  -7	.	-1	-25	-35	-9	4&-1
CC(C)C[C@H]1CN([C@@H](CC(C)C)CN2CCC[C@@H]2CN2C(=O)C(=O)NC[C@@H]2Cc2ccccc2)C(=O)C(=O)N1CCc1ccccc1
  3	-3	1	-3	-9	3	5
CSC(=S)N(C)C1CCS(=O)(=O)C1 (stereo not drawn)
  -5	-5	1	.	.	.	.
COc1ccccc1NC(=O)N(C)C[C@@H]1Oc2cc(Br)ccc2S(=O)(=O)N([C@H](C)CO)C[C@H]1C
  7	3[16.7 µM]	-1	-14	4	0	1
CCCN1C[C@@H](C)[C@H](OC)CN(C)C(=O)c2cc(NC(=O)C3CC3)ccc2OC[C@@H]1C
  -7	.	4	0	-2	-1	1
CCOC(=O)c1c(N)sc(C(C)=O)c1C
  -4	-5	3	-1	16	.	.
CO[C@@H]1CN(C)C(=O)c2ccc(NC(=O)c3nc4ccccc4s3)cc2OC[C@H](C)NC[C@@H]1C
  3	.	-5	-12	-4	1	-4
COc1ccc2oc(C(=O)Nc3ccc(C)cn3)c(C)c2c1
  -2	.	3	-6	?	1	-2
O=C(O)CSCC(=O)Nc1ccccc1
  7	1	0	12	-2	-4	3
CC(C)(C)c1ccc(-n2ncc3c2CCCC3NC(=O)CCN2CCCCC2=O)cc1 (stereo not drawn)
  -7	.	1	-2	11	-3	2
CN1N=C(C(=O)N2CCCC(N3CCN(c4ccc(F)cc4)CC3)C2)CCC1=O (stereo not drawn)
  -5	4	0	.	.	2	-3
CO[C@@H]1CN(C)C(=O)c2ccc(NC(=O)C3CCCC3)cc2OC[C@H](C)NC[C@H]1C
  -4	-4[16.7 µM]	-3	-7	-2	-1	6
Cc1nc2cc(C(=O)N3c4ccccc4CC3C)ccc2s1 (stereo not drawn)
  5	20	1	.	.	0	3
CCC(C)(C)n1nnnc1C(c1ccc(C)cc1)N(Cc1ccco1)Cc1cccs1 (stereo not drawn)
  1	8	2	33	-25	.	.
CCc1ccccc1NC(=O)c1nnn(CC(=O)Nc2ccccc2C)c1N
  .	-2	2	-2	0	.	.
COc1cc2c3c(c1OC)-c1cc4c(cc1CC3(C#N)N(C(=O)c1ccccc1)CC2)OCO4 (stereo not drawn)
  27	8	.	.	.	.	3
Cn1c(NC(=O)c2ccco2)c(-c2ccccc2Cl)c(=O)c2ccccc21
  2	-66	2	-2	1	.	.
CCC1=Nc2cc(C(=O)O)ccc2Sc2ccccc21
  .	.	0	-1	-1	.	6
Cc1noc(C)c1NC(=O)Nc1ccc2c(c1)CC(=O)N([C@@H](C)CO)C[C@@H](C)[C@H](CN(C)S(=O)(=O)c1cn(C)cn1)O2
  -15	-1[16.7 µM]	-1	10	3	.	.
Cc1ccc(S(=O)(=O)N(C)C[C@@H]2Oc3ccc(N(C)C)cc3CC(=O)N([C@H](C)CO)C[C@H]2C)cc1
  -7	2[16.7 µM]	0	11	0	-4	5
CCOC(=O)N1CCN(C(=S)Nc2cccc(C)c2)CC1
  -2	-5	1	8	6	.	.
C=CCNc1oc(-c2ccc(Cl)cc2)nc1C#N
  31	-13	0	-1	-7	-3	-3

The listing continues.
Molecule | ARNT-TACC3 inh | miR-122 sensor | Cneo AK release | Statin myotox sup | esBAF inh | SIRT5 block | ERp5 block
COc1ccc2cc3cc(C(=O)NCC4CCCO4)oc3nc2c1 (stereo not drawn) | -3 | -1 | 0 | . | 55* | . | .
CCCn1c(C(C)Nc2nc(-c3ccc(C)cc3)cs2)nc2ccccc21 (stereo not drawn) | . | -1 | 4 | 7 | 4 | -3 | -6
COc1cc2cc(Oc3ccc4ccc(=O)oc4c3)c(=O)oc2cc1O | -2 | -3 | -1 | 6 | 0 | 4 | 4
Cc1nc2ccccc2c(C)c1C(=O)c1ccc(F)cc1 | 0 | . | . | . | . | -3 | -11
COC(=O)c1nnn(CC(=O)Nc2ccc(C)c(F)c2)c1C(=O)OC | -1 | -6 | 2 | . | -4 | . | .
CC(=O)Nc1cccc(-c2ccnc3c2CC(C)(C(=O)NCc2ccc(N(C)C)cc2)O3)c1 (stereo not drawn) | . | 14 | 1 | -10 | -11 | . | -1
O=C(Nc1ccc(Br)cc1)c1cnc[nH]1 | -16 | . | . | -13 | 25 | -3 | 1
COc1ccc2nc(SC(C(=O)c3ccccc3)c3ccccc3)nc(C)c2c1 (stereo not drawn) | . | 1 | -3 | 15 | 2 | -3 | -4

(cont.)
Molecule | ARNT-TACC3 inh | miR-122 sensor | Cneo AK release | Statin myotox sup | esBAF inh | SIRT5 block | ERp5 block
CCc1nc2c(OCC(=O)c3ccc(F)cc3)cccn2c1N(C)C(=O)c1cccs1 | . | -5 | 4 | 6 | 2 | 3 | -4
C[C@@H]1CN([C@@H](C)CO)S(=O)(=O)c2ccc(C#CC3(O)CCCC3)cc2O[C@@H]1CN(C)C(=O)Cc1ccccc1 | -8 | 26[16.7 µM] | -4 | -28 | -1 | -1 | -2
CC(=O)n1cc(CO)c2ccccc21 | -20 | 5 | -1 | 15 | -4 | 9 | -3
O=C(c1ccccn1)N1C[C@@H]2[C@H](c3ccccc31)[C@H](CO)N2C(=O)Nc1ccccc1F | -3 | 7[16.7 µM] | 0 | 6 | 4 | 3 | 3
CCOC(=O)N1CCN=C1SCc1ccc(Cl)c(Cl)c1 | . | -2 | -6 | 3 | -6 | -3 | 1
CCN(Cc1nc2ccccc2c(=O)[nH]1)C(=O)COc1ccccc1Cc1ccccc1 | 2 | 1 | -1 | 9 | . | -1 | 0
COc1ccc(OC)c(S(=O)(=O)Nc2cc3c4c(c2)CCC(=O)N4CCC3)c1 | -4 | 138* | 1 | -14 | -5 | -4 | 0
CCc1cnc(N2[C@@H](C#N)[C@H](c3ccc(C#Cc4ccccc4F)cc3)[C@@H]2CO)s1 | -3 | . | 1 | 8 | 11 | 4 | 3

Profiles as entered above:
`O=C(c1ccccn1)N1C[C@@H]2[C@H](c3ccccc31)[C@H](CO)N2C(=O)Nc1ccccc1F` is listed as ARNT-TACC3 inh = -3; miR-122 sensor = 7[16.7 µM]; Cneo AK release = 0; Statin myotox sup = 6; esBAF inh = 4; SIRT5 block = 3; ERp5 block = 3
`CCOC(=O)N1CCN=C1SCc1ccc(Cl)c(Cl)c1` is listed as ARNT-TACC3 inh = .; miR-122 sensor = -2; Cneo AK release = -6; Statin myotox sup = 3; esBAF inh = -6; SIRT5 block = -3; ERp5 block = 1
`COc1ccc(OC)c(S(=O)(=O)Nc2cc3c4c(c2)CCC(=O)N4CCC3)c1` is listed as ARNT-TACC3 inh = -4; miR-122 sensor = 138*; Cneo AK release = 1; Statin myotox sup = -14; esBAF inh = -5; SIRT5 block = -4; ERp5 block = 0

(further entries)
Molecule | ARNT-TACC3 inh | miR-122 sensor | Cneo AK release | Statin myotox sup | esBAF inh | SIRT5 block | ERp5 block
O=C(NCc1ccc2c(c1)OCO2)Nc1ccc(Cl)cc1 | -5 | . | 1 | 7 | 19 | -3 | 4
CCN1CCc2c(sc(NC(=S)NC(=O)c3ccc(Cl)cc3)c2C(N)=O)C1 | 16 | -4 | 3 | . | . | 1 | -1
CCO[C@H]1OC(C(=O)NC2CC2)=C[C@@H](C2CCCCC2)[C@@H]1CCCO | 10&-8 | . | -18&5 | -6 | -4 | -4&0 | -4&0
CCNC(=O)c1ccc(OCC(=O)Nc2ccc(F)cc2)c(OC)c1 | 8 | . | . | . | . | 2 | 7
CCOc1ccc(N(C(=O)C2CCCO2)C2C=CS(=O)(=O)C2)cc1 (stereo not drawn) | -17 | . | . | . | . | 3 | 3
CCOC(=O)C1CCCN(CCC(=O)Nc2ccc(C)cc2)C1 (stereo not drawn) | -8 | 3 | -1 | . | . | . | .
Cn1c(N)c(S(=O)(=O)NCc2ccc(Cl)cc2)c(=O)n(C)c1=O | 3 | . | . | . | . | -2 | 3
Cc1ccc(C(=O)N(CCc2ccccc2)Cc2ccccc2)cc1S(=O)(=O)N1CCCCC1 | 5 | . | -5 | -18 | 13 | -3 | 3

Further records.
Molecule | ARNT-TACC3 inh | miR-122 sensor | Cneo AK release | Statin myotox sup | esBAF inh | SIRT5 block | ERp5 block
COC(=O)COc1cc(C)cc2oc(=O)c(CC(=O)OC)c(C)c12 | 2 | -4 | -1 | 108* | -10 | . | .
COc1ccc(CNC(=O)CNC(=O)c2sc3ccccc3c2Cl)cc1OC | -3 | . | . | . | . | -8 | 4
CCCCCCC(=O)Nc1nc(C)c(-c2csc(Nc3cc(Cl)ccc3OC)n2)s1 | -1 | -3 | -3 | -18 | -11 | . | 3
C=CCSc1ccccc1C(=O)Nc1ncn[nH]1 | -3 | -1 | 2 | 3 | -3 | -1 | 2
O=C(CSc1ncccn1)N/N=C/c1cccc([N+](=O)[O-])c1 | -2 | 22 | -2 | . | . | . | .
Cc1nnc(SCc2cccc3ccccc23)s1 | -2 | -1 | -3 | -6 | 64* | 0 | -5
C[C@@H]1CN([C@H](C)CO)C(=O)Cc2cc(NC(=O)Cc3cn(C)c4ccccc34)ccc2O[C@H]1CN(C)C(=O)NC1CCCCC1 | 0 | -4[16.7 µM] | -1 | -1 | 2 | -4 | 5
Cn1c(SCC(=O)Nc2ccc(Cl)cn2)nnc1C1CC1 | -6 | 7 | -3 | 12 | -4 | -1 | -3

Continued:
Molecule | ARNT-TACC3 inh | miR-122 sensor | Cneo AK release | Statin myotox sup | esBAF inh | SIRT5 block | ERp5 block
O=C(O)CCCNC(=O)/C=C/c1ccco1 | -7 | . | . | . | . | 0 | 6
O=C(CCNC(=O)c1ccccc1)NCCc1ccc(Cl)cc1 | 8 | -4 | 0 | -11 | -3 | -2 | 1
O=C(C1CC1)N1N=C2CCCCC2C1(O)C(F)(F)F (stereo not drawn) | . | . | -5 | . | . | -1 | -1
COc1ccc(S(=O)(=O)Nc2cccc3c2O[C@H](CN(C)C(=O)NC2CCCCC2)[C@H](C)CN([C@H](C)CO)C3=O)cc1 | -5 | 2[16.7 µM] | -11 | 35 | 3 | 4 | 1
COc1cc(NC(=O)c2ccco2)c(C(=O)OCC(=O)Nc2ncc(Cl)cc2Cl)cc1OC | 10 | -2 | 4 | . | 0 | . | .
CN(CC(=O)Nc1ccc(F)cc1)CC(=O)Nc1ccc(Cl)c(S(=O)(=O)N2CCOCC2)c1 | 2 | 17 | -1 | -1 | -10 | -7 | 9
CN(C)c1ccc(C=c2c3cc(O)ccc3n3c2cc(-c2ccccc2)[n+]3C)cc1 | 60* | . | . | . | . | 3 | -5
Cc1cc(C(=O)COC(=O)c2n[nH]c(=O)c3ccccc23)c(C)n1C(C)C | -4 | -2 | -4 | 4 | 40 | -1 | -16

Screening data deposited in PubChem BioAssay by Broad Institute.
